Assay outcomes: PubChem, several laboratories
AddAB inh – less growth of phage-infected E. coli with AddAB; AID 435030; E. coli expressing H. pylori AddAB, absorbance growth; 330,000 tested, 0.29% active; inhibition, % at 11.9 µM; in the data active = inhibition above about 12%;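 note: 0% = vehicle wells of infected cells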
phage Ecoli inh – E. coli growth loss with phage present; inhibition, % at 11.9 µM; growth absorbance; 360,000 tested, 0.26% active; in the data active = inhibition above about 11%
PKA-R1A activ – activates the PKA-R1A holoenzyme complex; P00514+P68181; activation, % at 11.4 µM; PKA-R1A dissociation, Cy5-IP20 fluorescence polarization; scaled: DMSO 0%, 113 µM cGMP 100%; 340,000 tested, 0.083% active;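 active = percent activation above the mean of all tested compounds plus 3 SD, cut at about 19% in these data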;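 note: higher means more PKAc released from R1A so a rise in polarization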
E coli growth – bacterial growth inhibition, counter-screen for AddAB inhibitors. E. coli V3065 growth, OD600 absorbance, 18 h. inhibition, % at 11.9 µM. 330,000 tested, 0.27% active;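 active = inhibition above the campaign's mean inhibition across all tested compounds plus 3 SD, cut at about 9.9% in these data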;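 note: uninfected addAB+ strain grown without phage in ampicillin broth; 0% = DMSO wells and 100% = ciprofloxacin 0.95 µg/ml wells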
OPRM1-OPRD1 inv – inverse agonists of human mu-delta opioid receptor heterodimerization; P35372+P41143; cell-based MOR-DOR heterodimer luminescence, inverse agonism; inhibition, % at 9.3 µM; 340,000 tested, 0.21% active; in the data active = inhibition above about 22%, passing the limit was not always enough;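 note: 0% = cells with DMSO and 100% = wells without cells with DMSO; values of inactives mirror those of a sister screen read the other way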
MOR-DOR ag – agonists of human mu-delta opioid receptor heterodimerization; P35372+P41143; cells, OPRM1-OPRD1 heterodimerization, luminescence; activation, % at 9.3 µM; 340,000 tested, 0.3% active; AID 504326; in the data active = activation above about 18%;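 note: 0% = vehicle-treated cells and 100% = reference agonist; values of inactives mirror those of a sister screen read the other way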
HTR5A inv ctr – counter-screen for OPRM1-OPRD1 inverse agonists: human HTR5A inverse agonism; P47898; HTR5A cell line, luminescence; inhibition, % at 9.3 µM; 340,000 tested, 0.083% active; AID 504634; in the data active = inhibition mostly above about 23%, no sharp cut-off; inactive = mostly below about 18%;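 note: 0% = cells with DMSO and 100% = no-cell wells with DMSO; some compounds called inactive have numbers as strong as hits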
Target sequence (P47898 whole entry, looked up): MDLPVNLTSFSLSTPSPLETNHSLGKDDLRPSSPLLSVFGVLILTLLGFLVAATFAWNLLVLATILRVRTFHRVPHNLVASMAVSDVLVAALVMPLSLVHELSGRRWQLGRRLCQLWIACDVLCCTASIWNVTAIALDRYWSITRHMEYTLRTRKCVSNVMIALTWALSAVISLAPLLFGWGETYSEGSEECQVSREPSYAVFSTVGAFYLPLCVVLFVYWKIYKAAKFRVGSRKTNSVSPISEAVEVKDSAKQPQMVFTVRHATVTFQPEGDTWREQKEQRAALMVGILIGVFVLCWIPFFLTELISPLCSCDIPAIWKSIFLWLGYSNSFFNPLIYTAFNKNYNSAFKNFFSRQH
Mot1-301 SUMO – inhibitors of SUMOylation pathway: yeast Mot1-301 growth rescue; S. cerevisiae Mot1-301 growth rescue, ATP luminescence, 38.5C; percent above DMSO median, 100 means doubled; growth rescue, % at 18.8 µM; 320,000 tested, 1% active;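 active = every valid replicate shows activation above 250% relative to neutral control wells; inactive = the rest, any valid replicate at or below 250%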;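 note: OY570 slx delta 5 strain wells were the positive control but not used for scaling; some compounds called inactive have numbers as strong as hits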
PKA-R2B activ – PKA-R2B complex activation; PKA-R2B holoenzyme dissociation, Cy5-IP20 fluorescence polarization; R2B truncated from residue 108, S112A mutant; 0% DMSO only, 100% 113 µM cGMP; 340,000 tested, 0.079% active; P22694+P31323; activation, % at 11.4 µM; AID 504700;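 active = activation above a cutoff set at the mean over all compounds plus 3 SD, cut at about 18% in these data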;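 note: higher means more holoenzyme dissociation and a rise in polarization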
Target sequence (P31323 whole entry, looked up, other chains not shown, the tested form may be a part): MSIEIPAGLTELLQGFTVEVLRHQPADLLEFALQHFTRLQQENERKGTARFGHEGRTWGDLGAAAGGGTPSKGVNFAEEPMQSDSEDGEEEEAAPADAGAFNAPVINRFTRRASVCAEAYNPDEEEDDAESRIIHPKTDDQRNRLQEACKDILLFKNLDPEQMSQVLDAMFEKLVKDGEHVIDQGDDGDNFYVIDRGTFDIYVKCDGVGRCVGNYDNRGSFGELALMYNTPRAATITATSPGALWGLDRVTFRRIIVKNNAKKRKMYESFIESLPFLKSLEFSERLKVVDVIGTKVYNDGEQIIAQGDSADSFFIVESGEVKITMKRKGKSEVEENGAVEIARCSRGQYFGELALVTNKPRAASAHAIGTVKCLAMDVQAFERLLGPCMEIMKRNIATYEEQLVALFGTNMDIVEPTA
Tat export inh – blocks Tat-dependent protein export in E. coli; inhibition, % at 10 µM; 340,000 tested, 0.036% active; E. coli MC4100 TorA-mCherry Tat export, fluorescence;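 active = mean replicate inhibition at least 50% and at least half of replicates individually reaching 50%; inconclusive = only one of the two criteria met; inactive = neither criterion met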;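 note: exported cargo escapes ClpAP degradation while cytoplasmic cargo is degraded and loses fluorescence; 0% = median of neutral control wells and 100% = median of NaSCN control wells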
PfHsp90 set2 – growth inhibition of yeast expressing Plasmodium Hsp90; S. cerevisiae expressing PfHsp90, BacTiter-Glo ATP, 48 h; yeast lacking PDR1 and PDR3 efflux regulators; inhibition, % at 9.4 µM; 310,000 tested, 0.32% active; AID 504621;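 active = every replicate shows inhibition above about 80%, whatever the replicate mean, limit read from the data; inconclusive = mean inhibition reaches the set limit but some replicate falls short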;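 note: 0% = DMSO neutral controls and 100% = 20 µM radicicol positive controls; yeast relying on Plasmodium falciparum Hsp90 in place of its own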
An asterisk follows results filed as active; ? = inconclusive; . = no result given.

# | compound | PfHsp90 set2 | MOR-DOR ag | phage Ecoli inh | AddAB inh | OPRM1-OPRD1 inv | PKA-R2B activ | E coli growth | Mot1-301 SUMO | HTR5A inv ctr | Tat export inh | PKA-R1A activ
1 | CC(=O)N1CCC(N(CCN2CCOCC2)C(=S)Nc2ccc(C)c(C)c2)CC1 | -17 | -3.1 | -0.2 | 0.7 | 16 | -13 | 0.3 | 19 | -6 | 0 | -20
2 | CC1=C(C)CC(C(=O)c2ccc(C)cc2)C(C(=O)O)C1 (stereo not drawn) | . | -3.6 | 2.5 | -0.2 | 19 | 1 | 0.9 | -9 | -14 | 1 | -9
3 | CC(C)c1ccc(C(C(=O)NC2CCCC2)N(C(=O)CNC(=O)c2ccco2)c2cccnc2)cc1 (stereo not drawn) | -1 | -3.6 | 2.1 | 0.9 | 17 | -1 | 1.4 | 10 | 6 | 0 | -7
4 | COc1ccc(NC(=O)CN(C)CC(=O)N2CCCCCC2)cc1 | 3 | 1.3 | 1.8 | . | -8 | -8 | . | . | 18 | -11 | 5
5 | COC(=O)c1ccc(-c2nc3cc(N)ccc3o2)cc1 | -5 | -0.6 | 3.0 | 3.6 | 3 | -13 | 1.1 | -3 | -54 | -9 | -2
6 | CCn1cc[n+](C)c1P(c1ccccc1)c1ccccc1 | 6 | 6.7 | -0.2 | 1.5 | -34 | 7 | 1.4 | -2 | -1 | 5 | -5
7 | Nc1c(C(=O)CSc2nnc(Cc3ccccc3)o2)c(=O)[nH]c(=O)n1C1CC1 | 5 | -4.2 | 2.0 | 0.7 | 17 | 8 | -1.2 | 8 | 19 | -2 | 0
8 | CN(CC(=O)Nc1cccc(F)c1)C(=O)c1ccc(OCc2cn3ccccc3n2)cc1 | -17 | -6.6 | 1.0 | 1.3 | 25 | -15 | -0.3 | -7 | 6 | -1 | 1
9 | Cc1ccc(Nc2nnc(SCc3cc(=O)n4cc(C)ccc4n3)s2)cc1 | -20 | -0.1 | 4.9 | 2.1 | 0 | 1 | -2.7 | 6 | 4 | -6 | 1
10 | CCOc1ccc(-n2c(N)c(-c3nc4ccccc4n3C)c3nc4ccccc4nc32)cc1 | -17 | -2.5 | 1.0 | 2.2 | 13 | -4 | -2.8 | 23 | 5 | 0 | -10
11 | Cc1ccc(S(C)(=O)=O)cc1C(=O)Nc1ccc(S(=O)(=O)Nc2nccs2)cc1 | -7 | -3.5 | 6.0 | -0.9 | 14 | -3 | 0.3 | -20 | -15 | 2 | 7
12 | CC(C)(C)c1ccc(-c2n[nH]c(=S)n2CC2CCCO2)cc1 (stereo not drawn) | -11 | 0.5 | 3.7 | -0.9 | -2 | -4 | 0.6 | -18 | 18 | 3 | 2

Of the compounds above, these contain two or more sulfur atoms.
# | compound | PfHsp90 set2 | MOR-DOR ag | phage Ecoli inh | AddAB inh | OPRM1-OPRD1 inv | PKA-R2B activ | E coli growth | Mot1-301 SUMO | HTR5A inv ctr | Tat export inh | PKA-R1A activ
9 | Cc1ccc(Nc2nnc(SCc3cc(=O)n4cc(C)ccc4n3)s2)cc1 | -20 | -0.1 | 4.9 | 2.1 | 0 | 1 | -2.7 | 6 | 4 | -6 | 1
11 | Cc1ccc(S(C)(=O)=O)cc1C(=O)Nc1ccc(S(=O)(=O)Nc2nccs2)cc1 | -7 | -3.5 | 6.0 | -0.9 | 14 | -3 | 0.3 | -20 | -15 | 2 | 7

Returning to the listing with the 3 entries that preceded the break.
# | compound | PfHsp90 set2 | MOR-DOR ag | phage Ecoli inh | AddAB inh | OPRM1-OPRD1 inv | PKA-R2B activ | E coli growth | Mot1-301 SUMO | HTR5A inv ctr | Tat export inh | PKA-R1A activ
10 | CCOc1ccc(-n2c(N)c(-c3nc4ccccc4n3C)c3nc4ccccc4nc32)cc1 | -17 | -2.5 | 1.0 | 2.2 | 13 | -4 | -2.8 | 23 | 5 | 0 | -10
11 | Cc1ccc(S(C)(=O)=O)cc1C(=O)Nc1ccc(S(=O)(=O)Nc2nccs2)cc1 | -7 | -3.5 | 6.0 | -0.9 | 14 | -3 | 0.3 | -20 | -15 | 2 | 7
12 | CC(C)(C)c1ccc(-c2n[nH]c(=S)n2CC2CCCO2)cc1 (stereo not drawn) | -11 | 0.5 | 3.7 | -0.9 | -2 | -4 | 0.6 | -18 | 18 | 3 | 2
13 | CCOCCOC(NC(=O)c1ccccc1)(C(F)(F)F)C(F)(F)F | 2 | -1.1 | 0.7 | 2.5 | 6 | -2 | 0.4 | -9 | -7 | -1 | -7
14 | Cc1cccc(OCC(=O)Nc2nccs2)c1C | -9 | 1.6 | 2.1 | 3.5 | -6 | -5 | 1.1 | -1 | 7 | 0 | -5
15 | O=S(=O)(c1ccc(OCC(O)CN2CCCC2)cc1)N1CCOCC1 (stereo not drawn) | 61 | -1.9 | 1.0 | 0.1 | 10 | -1 | -0.4 | 216 | -12 | 0 | 6
16 | Cc1nc(C(N)=O)nc2ccccc12 | -3 | -1.6 | 2.5 | 1.7 | 8 | -5 | -0.7 | 2 | -15 | 4 | 0
17 | O=C(OCc1ccco1)c1ccc(S(=O)(=O)N2CCCCC2)cc1 | -24 | -0.7 | 1.4 | 2.4 | 3 | -6 | -0.2 | 85 | 10 | -2 | 0
18 | O=C(OC(C(=O)NCc1ccc2c(c1)OCO2)c1ccc(Cl)cc1)c1ccco1 (stereo not drawn) | -18 | 0.6 | -0.1 | 2.1 | -3 | 3 | 2.1 | 7 | -23 | 0 | 5
19 | CN(C)c1ccc(N=Nc2ccccc2C(=O)OCC(=O)NC2CCCC2)cc1 | 9 | 1.7 | 3.7 | -4.0 | -10 | -1 | -2.0 | -12 | 15 | 30 | -12
20 | Cc1c(C(=O)N2CCCCC2)c(S(=O)(=O)NCc2ccc(N(C)C)cc2)c(C)n1C | -7 | -3.3 | 2.7 | 2.4 | 17 | 9 | -1.0 | -1 | 4 | 6 | 7
21 | CNC(=O)NC(=O)C(OC(=O)CCNS(=O)(=O)c1ccccc1)c1ccccc1 (stereo not drawn) | 1 | -1.0 | -0.3 | 2.0 | 5 | -8 | 0.0 | -8 | -22 | -5 | -7
22 | O=C(CCC(=O)OCc1cccc(C(=O)Oc2ccccc2)c1)Nc1cccc2ccccc12 | 3 | 1.6 | 2.1 | -0.1 | -9 | -12 | -2.1 | 5 | 2 | ? | -16
23 | CCN(C(=O)COC(=O)C1CC1)c1c(N)n(Cc2ccccc2)c(=O)[nH]c1=O | 7 | -2.4 | -0.5 | 3.1 | 10 | -2 | 0.0 | -3 | -8 | 3 | -7
24 | O=S(=O)(c1ccccc1)N1CCN(C2CCN(Cc3ccccc3)CC2)CC1 | -14 | 0.6 | 1.1 | 4.8 | -2 | 5 | 1.1 | 216 | -6 | -1 | 3
25 | CC1(C)Cc2c(c(N3CCCCC3)[nH]c(=S)c2C#N)CS1 | -6 | -2.7 | 1.9 | . | 13 | -5 | . | . | -18 | 3 | 2
26 | CCN=C1SC(CC(N)=O)C(=O)N1CC (stereo not drawn) | -5 | 1.3 | 4.1 | -1.7 | -8 | 2 | -0.7 | 8 | -19 | -1 | 6
27 | CN(C)c1ccc(-c2n[nH]c(=S)n2-c2ccccc2)cc1 | . | -0.3 | 0.8 | 3.1 | 1 | 4 | -0.2 | 13 | 2 | 1 | -6
28 | C=CCOc1ccccc1CNn1nnnc1N | . | 0.1 | 1.7 | 2.5 | 0 | 5 | 1.7 | -14 | -9 | 0 | 0
29 | Cc1ccc(C)n1-n1c(C)nc2sc(-c3ccccc3)cc2c1=O | -4 | 1.3 | 0.7 | -0.2 | -7 | 5 | -0.2 | -13 | -27 | -11 | 2
30 | Cc1ccc(SCC(=O)OCC(=O)NC2CCCCCC2)cc1 | -17 | 1.0 | 2.5 | -3.2 | -6 | 17 | -2.5 | 6 | 2 | -2 | 4
31 | CC1CCCN(C2(O)C(=O)Nc3ccc(Br)cc32)C1 (stereo not drawn) | 8 | -1.8 | 2.1 | 1.2 | 9 | -5 | 0.7 | 47 | 6 | -2 | -8
32 | Cc1cccc(C)c1NC(=O)c1c(-c2ccccc2)noc1C | 0 | 0.0 | 0.9 | 0.4 | 0 | 6 | -0.6 | 10 | 11 | -2 | -2
33 | O=C1CC(c2ccc(F)cc2)Sc2nc(-c3ccccc3)c(-c3ccccc3)n21 (stereo not drawn) | -2 | -1.4 | 3.1 | 5.3 | 8 | -1 | 1.0 | 22 | -10 | -1 | -7
34 | CCN(CC(=O)Nc1ccc(OC)cc1)C(=O)CCc1nc2ccccc2c(=O)[nH]1 | -19 | -1.2 | 4.9 | 3.8 | 8 | 3 | 3.5 | 262 | 7 | -3 | 3
35 | CC(C)NC(=O)C12CC3CC(C1)CC(n1cnc(Cl)n1)(C3)C2 | 10 | -1.9 | 0.9 | 0.3 | 11 | -1 | -0.4 | 13 | -7 | 0 | -4
36 | CCN(CC)c1ccc(S(=O)(=O)N2CCCCC2)cc1NC(=O)C1CCC1 | . | -1.3 | 2.5 | -0.7 | 7 | 5 | 0.7 | -2 | -4 | 8 | 2
37 | COc1ccc(NC(=O)CCN2CCN(c3ccc(F)cc3)CC2)cc1 | 13 | -1.8 | 1.2 | 0.6 | 10 | -7 | -0.5 | 191 | -10 | 0 | 1
38 | Cc1cccc(CNC(=O)c2ccccc2N)c1 | 2 | -1.5 | 2.7 | -1.1 | 7 | -9 | -3.1 | 86 | 1 | -3 | -4
39 | CCCCc1cn(C[C@H]2CC[C@@H]([C@@H]3CC[C@H](Cn4cc(CCCC)nn4)O3)O2)nn1 | -30 | -0.5 | 3.3 | 2.6 | 3 | -8 | 0.6 | 5 | -9 | -10 | 2
40 | Cn1c(SCC(=O)N2CCN(c3ccccc3)CC2)nnc1-c1ccncc1 | -4 | -2.8 | 1.8 | 2.4 | 13 | 2 | 1.9 | 7 | 14 | -5 | 6
41 | CCCC(NC(=O)CCc1c(C)c2cc3c4c(oc3c(C)c2oc1=O)CCCC4)C(=O)O (stereo not drawn) | -15 | -2.8 | 0.9 | . | 12 | -3 | . | 469 | -3 | -9 | 0
42 | Cc1ccc(-c2nc(CCN3C(=O)c4ccccc4C3=O)cs2)cc1 | -15 | -1.1 | 2.5 | 0.3 | 6 | -3 | -2.3 | -27 | 7 | 3 | 5
43 | CC(=O)Nc1ccc(Nc2nc3ccccc3nc2NS(=O)(=O)c2ccc(Cl)c([N+](=O)[O-])c2)cc1 | . | -1.6 | 1.6 | . | 6 | -8 | . | . | -6 | -2 | 2
44 | COc1ccccc1N1CCN(S(=O)(=O)c2c(C)sc3ncn(CC(=O)NCCN(C)C)c(=O)c23)CC1 | -17 | 0.7 | 0.7 | 2.2 | -5 | 9 | 0.9 | -12 | -3 | 10 | -2
45 | Cc1ccccc1-c1nc2sc3c(c2c(=O)o1)CCC3 | -18 | -2.4 | 1.5 | 4.5 | 13 | 3 | 4.0 | 4 | 11 | -4 | -8
46 | O=C(COC(=O)Cc1cccc(C(F)(F)F)c1)NCC1CCCO1 (stereo not drawn) | 9 | -1.1 | 1.6 | 0.3 | 6 | -10 | -1.4 | -2 | 7 | -4 | -5
